Bioassay records as filed in PubChem.
Hsp90 Hop PPI: changes Hsp90-Hop TPR2A binding signal, up or down. AlphaScreen TPR2A-His6 binding biotin-Hsp90 C-terminal peptide. Potency, µM (top dose mostly 57 µM), for inactives: top-dose activity change, negative = inhibition. 0.44% of 71,000 active; active means well fitted curve in either direction with a large enough effect; inconclusive means small, poorly fitted or top-dose-only effect, or another doubt; further: potency means the concentration at half of the fitted maximal effect; on the % scale 0 is the no-effect control and ±100 the full control effect; many of its hits are not listed in these tables
BRCT inh green: inhibitors of human BRCA1 BRCT-phosphoprotein interaction (green fluorophore). 0.05% of 75,000 active. Potency, µM (highest dose often 76.9 µM), without a hit: at the top dose activity change, negative = inhibition, actives largely listed as inhibitors. BRCA1 BRCT-phosphopeptide binding, green fluorescence polarization;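 further: potency means the concentration at half of the fitted maximal effect; plate controls were peptide without protein for full effect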
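Fluorescence polarization: His-tagged BRCT (~35 kDa BRCA1 C-terminus, 250 nM) bound to 100 nM fluorescein-labeled phosphorylated 10-aa BACH1 peptide, pH 7.3 phosphate buffer with DTT and Tween 20. Compounds incubated 12 min at room temperature; inhibition read as lowered polarization.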
DNA Pol III inh: DNA polymerase III holoenzyme inhibition. AID 603. 0.25% of 71,000 active. Potency, µM (series often up to 57.1 µM), without a hit: at the top dose activity change, negative = inhibition. reconstituted DNA polymerase III holoenzyme replication, biochemical; further: potency means the concentration at half of the fitted maximal effect; on the % scale 0 is the no-effect control and ±100 the full control effect
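Reconstituted *E. coli* holoenzyme (0.35 nM Pol III, 1 nM beta, 154 nM SSB, 2 nM primase) was preincubated with compound for 15 min at RT. Synthesis on 1.4 nM ssM13Gori ran 35 min, then was stopped with PicoGreen/EDTA and read as dsDNA fluorescence.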
HBB splice mod: alters splicing of the hemoglobin beta chain. HBB splicing reporter cell assay, activation; EGFP reporter with mutant IVS2-654 intron; response scale: normalised to 500 nM splice-correcting PNA. Potency, µM (doses to about 46.1 µM), for the others: at the top dose activation, actives largely listed as activators. 0.06% of 65,000 active; further: potency means the concentration at half of the fitted maximal effect; 0% is about no effect
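HeLa cells stably expressing EGFP interrupted by mutant beta-globin intron 2 (IVS2-654), 500/well in 2% FCS. Treated with compound for 2 days at 37C. Splicing correction scored as total well GFP intensity (488 nm excitation, 500-520 nm emission); 500 nM antisense PNA served as control.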
UbGFP stabilizer: inhibits proteasome, raising ubiquitin-GFP reporter fluorescence | Ubiquitin-GFP reporter cells, proteasome inhibition, GFP fluorescence; response scale: untreated = 0%, 10 µM MG-132 = 100% | Potency, µM (top dose mostly 45.9 µM), inactives show at the highest dose activation (GFP accumulation), actives largely listed as activators | 67,000 tested, under 10 active; active means well fitted activation curve with a large enough effect, not every such curve was filed as active; inconclusive means small, poorly fitted or top-dose-only effect, or another doubt; inactive means no such curve, though single readings can be large or run the other way; further: potency means the concentration at half of the fitted maximal effect
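U2OS cells expressing ubiquitin(G76V)-GFP, seeded overnight in 0.5% FBS medium, then treated 4 hr at 37 C across 46 uM to 2.9 nM. GFP-positive cells counted by laser cytometry (488 ex/515 em); %activity scaled between basal and 10 uM MG-132.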
15-hLO inh: inhibitors of human 15-lipoxygenase (ALOX15); Potency, µM (highest dose often 57.1 µM), for inactives: top-dose activity change, negative = inhibition, hits mostly inhibitors; purified 15hLO-1, xylenol orange hydroperoxide absorbance; P16050; AID 887; 1.4% of 74,000 active; further: potency means the concentration at half of the fitted maximal effect; on the % scale 0 is the no-effect control and ±100 the full control effect; nearly all actives have a fitted effect of over 55% in size
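Purified human 15hLO-1 (40 nM final) in 25 mM Hepes pH 7.5, 0.01% Triton X-100 was preincubated with compound 15 min at room temperature, then reacted 6 min with 50 uM arachidonic acid; hydroperoxide detected by Fe-XO, 573/405 nm absorbance ratio.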
HADH2 inhib: blocks human hydroxyacyl-CoA dehydrogenase type II; Potency, µM (titrated, usually from 57.1 µM), for inactives: top-dose activity change, negative = inhibition, usual class: inhibitors; recombinant HADH2, NADH fluorescence, beta-hydroxybutyryl-CoA; Q99714; 3.4% of 73,000 active; further: potency means the concentration at half of the fitted maximal effect; on the % scale 0 is the no-effect control and ±100 the full control effect; nearly all actives have a fitted effect of over 60% in size; many of its hits are not listed in these tables
Target sequence (Q99714 whole entry, looked up, one chain of several): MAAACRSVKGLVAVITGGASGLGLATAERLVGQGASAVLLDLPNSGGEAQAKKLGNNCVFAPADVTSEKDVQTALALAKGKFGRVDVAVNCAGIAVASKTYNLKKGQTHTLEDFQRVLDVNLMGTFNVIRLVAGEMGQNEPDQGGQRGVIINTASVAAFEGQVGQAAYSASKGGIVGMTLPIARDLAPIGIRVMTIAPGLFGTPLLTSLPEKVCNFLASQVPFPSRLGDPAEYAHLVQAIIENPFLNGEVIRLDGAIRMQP
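Read-out: 360 nm excitation, 450 nm emission, kinetic over 4 min. Conditions: His-tagged human HADH2 20 nM, pH 9.0 Tris with Tween-20, 1 mM NAD+, 90 uM beta-hydroxybutyryl-CoA.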
Epigenetic mod: derepresses silenced GFP locus in mouse C127i cells; mouse C127i GFP locus derepression, cytometry, 30 h; Potency, µM (titrated, usually from 46.1 µM), for the others: at the highest dose GFP derepression (activation); 0.09% of 68,000 active; AID 597; further: % of control where 0% means no effect
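Locus derepression in mouse mammary C127i cells whose integrated CMV-GFP reporter is normally silent; GFP expression after 30 h compound treatment was quantified by counting fluorescent cells.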
BRCT inh red: disrupts BRCA1 BRCT binding to phosphoprotein, red fluorophore readout; BRCT-phosphopeptide binding, red fluorescence polarization; AID 892; Potency, µM (highest dose often 76.9 µM), for inactives: at the top dose activity change, negative = inhibition, hits mostly inhibitors; 0.03% of 75,000 active; further: on the % scale 0 is the no-effect control and ±100 the full control effect
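Rhodamine-labelled pBACH1 10-mer (100 nM) bound to BRCT domain (100 nM) at pH 7.3; compounds incubated 12 min room temperature, polarization read. Free peptide defines full inhibition; unlabelled decapeptide titrated as control.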
CRE-bla Fsk: modulators of forskolin-stimulated CRE signaling in CHO cells | CHO CRE-bla reporter (cAMP response element driving beta-lactamase), forskolin EC10, beta-lactamase ratio | Potency, µM (doses to about 38.2 µM), for the others: top-dose activity change, negative = inhibition, actives largely listed as activators | 2.5% of 71,000 active | AID 662; active means well fitted activation curve with a large enough effect in the signal ratio, with a control signal flat, not every such curve was filed as active; inconclusive means small, poorly fitted or top-dose-only effect, or effect the other way, or a change in a side signal; the % refers to the signal ratio; further: potency means the concentration at half of the fitted maximal effect; % of control where 0% means no effect
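Modulation of forskolin signalling: compounds in titration series added with EC10 NKH 477 to CHO cells carrying a CRE-driven beta-lactamase reporter, 3 h, 37C. CCF4 FRET ratio (460/530 nm, ex 405 nm) gives %activity and AC50.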
USP2a inh: blocks human ubiquitin-specific protease USP2a | O75604 | USP2a enzymatic assay, qHTS inhibition | Potency, µM (titrated, usually from 38.3 µM), for the others: at the top dose activity change, negative = inhibition, most hits filed as inhibitors | 0.1% of 60,000 active | AID 927;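 further: potency means the concentration at half of the fitted maximal effect; nearly all actives have a fitted effect of over 60% in size; plate controls were DMSO for no effect and NEM full inhibition control for full effect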
Target sequence (O75604 whole entry, looked up): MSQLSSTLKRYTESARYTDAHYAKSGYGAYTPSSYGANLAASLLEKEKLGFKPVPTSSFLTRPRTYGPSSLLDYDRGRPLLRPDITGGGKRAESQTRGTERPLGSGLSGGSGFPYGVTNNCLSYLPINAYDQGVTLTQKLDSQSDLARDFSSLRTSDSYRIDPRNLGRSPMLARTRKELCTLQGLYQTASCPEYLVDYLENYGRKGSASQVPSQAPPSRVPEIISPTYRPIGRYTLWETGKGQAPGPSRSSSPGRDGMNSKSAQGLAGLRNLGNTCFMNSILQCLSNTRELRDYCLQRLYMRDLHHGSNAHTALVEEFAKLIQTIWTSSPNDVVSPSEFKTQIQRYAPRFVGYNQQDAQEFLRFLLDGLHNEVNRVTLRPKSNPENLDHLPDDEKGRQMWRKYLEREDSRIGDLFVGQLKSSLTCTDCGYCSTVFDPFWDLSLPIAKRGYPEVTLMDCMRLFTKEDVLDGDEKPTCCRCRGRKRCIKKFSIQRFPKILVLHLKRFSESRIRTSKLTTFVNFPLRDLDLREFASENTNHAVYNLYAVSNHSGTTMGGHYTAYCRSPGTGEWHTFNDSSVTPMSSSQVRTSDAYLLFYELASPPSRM
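Coupled readout: USP2-cleaved Ub-PLA2 (20nM final) turns over NBD C6-HPC (20uM final), Ex 460nm/Em 535nm after 2.5 h, time-zero read flagging artifacts. Enzyme (20nM final, pH 8.0 Tris) given 30 min RT with compound first; NEM defines full inhibition.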
* hit, by the source's call; ? = inconclusive; nt = no result given; & = joins results of further samples; [ ] = remark or other dose. Unless noted, the call rests on the fitted dose curve; in most records, active means well fitted curve in the direction sought with a large enough effect; inconclusive means small, poorly fitted or top-dose-only effect, or another doubt; inactive means no such curve, though single readings can be large; an effect the other way counts as inactive or inconclusive.

SMILES	Hsp90 Hop PPI	BRCT inh green	DNA Pol III inh	HBB splice mod	UbGFP stabilizer	15-hLO inh	HADH2 inhib	Epigenetic mod	BRCT inh red	CRE-bla Fsk	USP2a inh
CC12COC3(C(=O)N4CCN(c5ccccn5)CC4)CC1CCC32C (configuration not stated)	0%	-1.9%	-1%	-0.9%	-7%	4%	12%	1%	-1.3%	-9%	-8%
O=C(O)[C@@H](S)[C@H](S)C(=O)O	-3%[11 µM]	0.5%[15.4 µM]	0%[11.4 µM]	-1.2%[9.22 µM]	4%[9.17 µM]	-10%[11.4 µM]	1µM*	2%[9.22 µM]	0.0%[15.4 µM]	0%[7.6 µM]	nt
CCN(CC)S(=O)(=O)c1cccc(-c2nnc(SCc3nnc(-c4cccs4)o3)n2N)c1	-4%	1.2%	-6%	0.7%[0.369 µM]	nt	-4%	-7%	-2%	0.2%	-5%	41%[activator]
O=C(CCc1ccccc1)Nc1ccncc1	-1%	-2.0%	0%	-1.0%[9.22 µM]	-12%	8%	1%	0%	-0.7%	-1%	-4%
Cc1cc(C(=O)NCc2cccnc2)n(-c2ccccc2)n1	-7%	-1.0%	-13%	-0.2%	12%	5%	-4%	-2%	1.1%	0%	nt
N#CCSc1nnc(-c2ccccc2O)n1CCc1ccccc1	-4%	-2.0%	-2%	nt	1%	-8%	0%	3%	0.4%	3%	4%
CC(C)C1CC(c2csc(N)n2)CCO1 (configuration not stated)	-6%	0.1%	-2%	nt	2%	2%	-2%	-3%	0.6%	0%	-2%
CC(C)NC(=O)CN1CCC(O)(c2ccccc2)CC1	2%	1.0%	-1%	nt	1%	10%	-4%	0%	0.8%	-1%	-3%
CC(C)(C)NC(=O)C(c1cccs1)N(CC1CCCO1)C(=O)Cn1nnc(-c2cccs2)n1 (configuration not stated)	-1%	0.8%	0%	nt	6%	-5%	-4%	4%	-0.7%	-9%	155%[activator]
CCOC(=O)N1CCN(Cc2ccccc2F)CC1	-4%	-0.7%	3%	0.5%	3%	-7%	12%	0%	0.6%	-5%	1%
O=C(CCNc1ccccc1)c1ccc2c(c1)OCO2	-6%	-0.7%	-1%	1.7%[57.5 µM]	1%	2%	-16%	0%	1.2%	0%	3%
N[C@@H](CC1=CS(=O)(=O)c2ccc(Cl)cc21)C(=O)O	-6%[11 µM]	1.5%[15.4 µM]	-5%[11.4 µM]	0.4%[9.22 µM]	-2%[9.17 µM]	-3%[11.4 µM]	6%[11.4 µM]	2%[9.22 µM]	-5.6%[15.4 µM]	-3%[7.6 µM]	nt
CO[C@@H]1COC(=O)C/C=C\[C@@H](C)[C@H](OC)COC(=O)C/C=C\[C@H]1C	nt	-1.7%[15.4 µM]	nt	-2.0%[9.22 µM]	nt	-4%[11.4 µM]	-9%[11.4 µM]	nt	1.8%[15.4 µM]	nt	nt
O=C(NCc1ccco1)C(C(=O)c1ccccc1)n1ccccc1=O (configuration not stated)	-6%	-1.1%	-7%	-1.9%	3%	4%	-2%	3%	-1.1%	2%	0%
O=C(Nc1cccnc1)c1ccc(COCC(F)(F)F)cc1	?	2.6%	-15%	-0.7%	2%	-4%	6%	-2%	0.7%	-10%	3%
O=C(O)COc1ccc2c(-c3ccccc3)cc(=O)oc2c1	53%	3.7%	-6%	nt	2%	13%	20%	2%	-1.5%	-6%	-16%
CC(=O)N(C)c1ccc(NC(=O)c2ccco2)cc1	0%	1.5%	-2%	0.0%	-8%	3%	1%	3%	-1.1%	-2%	0%
CC(C)NCC(O)COc1cccc2ccccc12 (configuration not stated)	0%	-1.9%[3.08 µM]	-2%	-0.2%	nt	4%&-2%	-6%	nt	0.3%&1.3%	-14%	-11%
C[N+](C)(C)C/C=C1/COCO1	1%	-0.4%	1%	-0.2%	-1%	-3%	9%	0%	-2.0%	-3%	0%
c1ccc(CSCc2cn3ccsc3n2)cc1	-2%	0.8%	-3%	-3.1%	1%	-3%	?	-4%	0.1%	-2%	-7%
Cc1nn(CC(=O)Nc2ccc3c(c2)nc(CN2CCCCC2)n3C)c(=O)c2ccccc12	-11%	0.9%	-1%	-0.4%	-1%	16%	3%	3%	0.3%	0%	23%
Clc1cccc(-c2nnc(-c3ccccc3)o2)c1	15%	-1.5%	-4%	-4.2%	9%	-6%	-1%	2%	-1.5%	9%	-15%
COc1ccc(NC(=O)C2CCCN(C(=O)NC3CCCCC3)C2)cc1OC (configuration not stated)	2%	-3.1%	-6%	nt	-2%	1%	4%	4%	0.4%	11%	6%
N#Cc1cnn(Cc2ccc(Cl)cc2)c1N	-4%	-4.4%	-1%	-0.3%	2%	1%	-19%	0%	1.6%	-8%	0%
COc1ccc(C)cc1N(C(=O)CNC(=O)c1ccco1)C(C(=O)NC1CCCC1)c1cccnc1 (configuration not stated)	-2%	0.5%	-2%	0.2%[57.5 µM]	-3%	0%	15%	0%	-1.4%	-2%	7%
COc1ccc(-c2cc(C(F)F)n3ncc(C(=O)NCC4CCCO4)c3n2)cc1 (configuration not stated)	6%	-1.5%	-6%	0.2%	-1%	-3%	25µM*	2%	1.8%	?	20%
CC(C)(C)[Si](OCC[C@@H]1C[C@@]1(C)[C@@H](NP(=O)(c1ccccc1)c1ccccc1)c1ccccc1)(c1ccccc1)c1ccccc1	3%	-1.9%	2%	-1.2%	nt	14%	6%	nt	0.3%	19%	nt
CCCS(=O)(=O)N1CCC(C(=O)NCc2ccccc2Cl)CC1	0%	-0.7%	-1%	7.0%	-9%	8%	-2%	-3%	-0.4%	-9%	2%
Cc1ccc(CC(NC(=O)c2ccccc2)C(=O)N2CCCC2C(=O)O)cc1 (configuration not stated)	0%	-0.6%	2%	0.9%	-1%	6%	-15%	0%	0.5%	0%	-1%
O=C(C1CCN(S(=O)(=O)c2cnc[nH]2)CC1)N1CCN(Cc2ccc3c(c2)OCO3)CC1	-8%	1.8%	-3%	0.1%	10%	3%	-2%	0%	0.3%	-9%	6%
CCCC[C@@H]1C[C@H]1C(NC(=O)c1ccccc1)c1ccccc1C(F)(F)F (some centres not stated)	4%	4.2%	-4%	1.8%	nt	nt	4%	nt	0.5%	14%	nt
CCN1CCN(C(=O)Cn2c(=O)sc3ccccc32)CC1	-1%	-2.1%	-11%	0.4%	2%	7%	-1%	nt	1.0%	-10%	nt
Oc1c(CN2CCOCC2)cc(COCc2ccccc2)c2cccnc12	1.6µM*	-1.8%	0%	-0.8%	0%	23%	7%	?	-0.3%	?	22%
O=C(c1ccc(NS(=O)(=O)c2ccccc2)cc1)N1CCCC1	-10%	1.2%	-14%	1.1%	-6%	5%	8%	4%	0.1%	9%	6%
COc1ccc(C(=O)Nc2nnc(C(F)(F)F)s2)cc1	3%	1.1%	-3%	nt	6%	0%	7%	-2%	0.2%	3%	-2%
Cc1csc(NC(=O)C2CCCN(S(=O)(=O)c3cnc[nH]3)C2)n1 (configuration not stated)	0%	-1.4%	-3%	-1.0%	6%	-1%	1%	-4%	0.8%	-7%	nt

Gathered by group: the compounds so far with an aryl thioether with sulfur outside any ring (2)
SMILES	Hsp90 Hop PPI	BRCT inh green	DNA Pol III inh	HBB splice mod	UbGFP stabilizer	15-hLO inh	HADH2 inhib	Epigenetic mod	BRCT inh red	CRE-bla Fsk	USP2a inh
CCN(CC)S(=O)(=O)c1cccc(-c2nnc(SCc3nnc(-c4cccs4)o3)n2N)c1	-4%	1.2%	-6%	0.7%[0.369 µM]	nt	-4%	-7%	-2%	0.2%	-5%	41%[activator]
N#CCSc1nnc(-c2ccccc2O)n1CCc1ccccc1	-4%	-2.0%	-2%	nt	1%	-8%	0%	3%	0.4%	3%	4%

With a hit mark in Hsp90 Hop PPI, of those listed so far:
canonical_smiles | Hsp90 Hop PPI | BRCT inh green | DNA Pol III inh | 15-hLO inh | HADH2 inhib | BRCT inh red | CRE-bla Fsk | USP2a inh
Oc1c(CN2CCOCC2)cc(COCc2ccccc2)c2cccnc12 | 1.6µM* | -1.8% | 0% | 23% | 7% | -0.3% | ? | 22%

This is a subset, so the mix of outcomes need not match the whole.
